# FID counter – displaces DNA intercalator in HCV helicase counter-screen | inhibition, % at 7.9 µM | DNA fluorescent intercalator displacement, fluorescence | actives 0.17% (n = 290,000); in the data active = inhibition above about 37%;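 also: 0% = vehicle and 100% = reference compound; higher means more ethidium bromide displaced from hairpin DNA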
# IMP-1 inhibitor – inhibitors of Pseudomonas aeruginosa IMP-1 metallo-beta-lactamase; purified IMP-1, nitrocefin hydrolysis, epi-absorbance fluorescence; inhibition, % at 5.6 µM; actives 0.45% (n = 290,000); AID 1556;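 active = inhibition above the mean plus 3 SD of all compounds in the same screening run, cut at about 4.5% in these data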;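 also: 0% = IMP-1 with DMSO and 100% = DMSO wells lacking enzyme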
#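 Material – recombinant IMP-1 enzyme, purified · Amount – IMP-1 0.2 nM before substrate addition · Medium – HEPES buffer pH 7.1 with ZnSO4 and Brij 35 · Timing – 25 °C, 15 min preincubation, 25 min reaction · Measured by – plate fluorescence quenching by hydrolysis product, ex 480/em 530 nm · Read-out – percent enzyme inhibition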
# IDE cell activ – IDE (human) activation, cell-based; P14735; activation, % at 5.96 µM; AID 493087; HEK cells, FAbeta-B cleavage, fluorescence polarization; 0% vehicle, 100% cell-free pure enzyme wells; actives 0.073% (n = 340,000);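 active = activation above the mean of all tested compounds plus 3 SD, set per screening campaign, cut at about 17% in these data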
# PHOSPHO1 block – blocks human PHOSPHO1 phosphatase activity; Q8TCT1; recombinant PHOSPHO1, absorbance phosphatase assay; AID 1565; inhibition, % at 13.3 µM; actives 1.1% (n = 290,000); in the data active = inhibition above about 60%
# Target sequence (Q8TCT1 whole entry, looked up): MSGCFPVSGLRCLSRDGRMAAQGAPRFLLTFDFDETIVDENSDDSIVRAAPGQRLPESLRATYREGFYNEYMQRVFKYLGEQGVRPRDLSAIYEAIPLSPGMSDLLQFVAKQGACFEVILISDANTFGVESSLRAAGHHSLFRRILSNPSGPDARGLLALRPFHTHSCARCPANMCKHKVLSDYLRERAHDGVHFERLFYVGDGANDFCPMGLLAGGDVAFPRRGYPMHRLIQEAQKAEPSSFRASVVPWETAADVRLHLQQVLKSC
# VIM-2 inhibitor – blocks Pseudomonas aeruginosa VIM-2 metallo-beta-lactamase; actives 0.89% (n = 290,000); purified VIM-2, nitrocefin hydrolysis, epi-absorbance fluorescence; inhibition, % at 5.6 µM;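 active = inhibition above the mean of all tested compounds plus 3 SD, cutoff set per screening run, cut at about 7.5% in these data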;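 also: red hydrolysis product quenches plate fluorescence so inhibitors raise well fluorescence; 0% = enzyme with DMSO and 100% = DMSO without enzyme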
# UBC9 SUMO inh – SUMOylation inhibition; HTRF SUMOylation assay, SAE1/SAE2 + UBC9, in vitro; inhibition, % at 35 µM; actives 0.36% (n = 290,000); in the data active = inhibition above about 50%, passing the limit was not always enough; also: strong numbers were not always called active
# Target sequence (P63279 whole entry, looked up): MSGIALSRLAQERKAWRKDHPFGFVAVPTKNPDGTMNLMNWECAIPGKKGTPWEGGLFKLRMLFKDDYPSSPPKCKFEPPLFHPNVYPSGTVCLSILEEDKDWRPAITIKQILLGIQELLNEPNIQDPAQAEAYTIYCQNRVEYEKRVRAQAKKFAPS
# MEKK3 PB1 HTS – modulators (inhibitors or enhancers) of MEK5 binding to human MEKK3 PB1 domain; bead-based flow cytometry, Alexa488-MEK5 binding to MEKK3; actives lie on both sides; 0 = blocked by unlabeled MEK5, 100 = vehicle; binding response (% of control), % at 10 µM; actives 1.4% (n = 290,000);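 active = binding response more than 3 SD above or below the average of its plate-row segment, actives on both sides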;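 also: Alexa488 bead fluorescence after subtracting the streptavidin-only scavenger bead signal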
# Target sequence (Q99759 whole entry, looked up, the tested form may be a part): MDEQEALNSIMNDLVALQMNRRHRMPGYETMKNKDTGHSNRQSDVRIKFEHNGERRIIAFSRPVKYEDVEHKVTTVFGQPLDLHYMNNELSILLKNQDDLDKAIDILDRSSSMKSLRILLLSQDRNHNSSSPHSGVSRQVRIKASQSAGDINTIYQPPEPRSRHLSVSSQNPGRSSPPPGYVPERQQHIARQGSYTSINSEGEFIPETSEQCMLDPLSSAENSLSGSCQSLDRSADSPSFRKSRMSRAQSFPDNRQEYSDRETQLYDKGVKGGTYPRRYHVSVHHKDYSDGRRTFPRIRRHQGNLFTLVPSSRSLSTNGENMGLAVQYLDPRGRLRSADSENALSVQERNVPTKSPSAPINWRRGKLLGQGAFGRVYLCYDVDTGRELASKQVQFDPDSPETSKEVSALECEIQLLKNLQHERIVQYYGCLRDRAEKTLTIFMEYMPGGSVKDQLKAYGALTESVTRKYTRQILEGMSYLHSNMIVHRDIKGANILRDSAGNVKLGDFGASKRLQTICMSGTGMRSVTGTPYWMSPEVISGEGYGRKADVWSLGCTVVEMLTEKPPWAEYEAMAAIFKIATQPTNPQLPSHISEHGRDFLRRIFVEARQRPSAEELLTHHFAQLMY
# p-CIP stab down – p/CIP protein destabilization; AID 1984; decrease of EGFP signal, % at 10 µM; F442A p/CIP-EGFP cells, EGFP fluorescence, 16 h; Q05BA5; actives 0.01% (n = 290,000);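 active = EGFP signal decrease of at least 30% at 10 µM or well 3 SD below plate mean, unless failing retest; inactive = the rest, including hits failing retest or dose response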; also: some compounds called inactive have numbers as strong as hits; many of its hits are not listed in these tables
# NS3 helicase inh – blocks Hepatitis C virus NS3 helicase unwinding. NS3 helicase DNA unwinding, Cy5 molecular beacon fluorescence. AID 1800. actives 0.56% (n = 290,000). inhibition, % at 10.9 µM;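 active = inhibition above the mean of all tested compounds plus 3 SD, set per campaign, cut at about 35% in these data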;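 also: 0% = DMSO wells and 100% = thioflavine S control wells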
#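 Control set: DMSO versus 110 µM thioflavine S; Material: NS3 helicase fragment of HCV; Measured by: Cy5 fluorescence at 0 and 60 min, beacon hairpin quenching; Read-out basis: percent inhibition from t60/t0 fluorescence ratio; Times: reaction time 60 min, 25 °C; Repeats: single replicate; Compound dosing: single dose, 10.9 µM nominal final, DMSO 0.8% final.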
# An asterisk follows results filed as active; . = not tested or not shown; & = joins results of further samples. These rows are one share of the data (hit frequency here may not be typical).
SMILES,FID counter,IMP-1 inhibitor,IDE cell activ,PHOSPHO1 block,VIM-2 inhibitor,UBC9 SUMO inh,MEKK3 PB1 HTS,p-CIP stab down,NS3 helicase inh
Cc1onc(-c2ccccc2Cl)c1C(=O)OCN1C(=O)c2ccccc2C1=O,1,-2.2,1,12,-0.9,10,98,-2,0
Cc1c(C)[n+](=O)c2c(n1[O-])C(Br)CCC2Br (stereo unspecified),9,-5.1,4,15,-2.0,24,89,-2,-7
COc1ccc(N2CCN(Cc3oc(CO)cc(=O)c3O)CC2)cc1,-5,-3.2,2,17,2.2,-8,105,-7,-7
CCCCN1C(=O)/C(=C2/Sc3ccccc3N2C)S/C1=N\c1ncn[nH]1,-1,-1.9,-1,-6,-3.7,13,98,-10,-2
CC(CN1C(C)CCCC1C)OC(=O)c1ccccc1Cl (stereo unspecified),13,0.4,3,-23,4.6,3,59,-11,-17
N#Cc1cccc(NC(=O)COC(=O)c2cccc(N3C(=O)c4ccccc4C3=O)c2)c1,-5,-2.7,-3,-17,-1.5,1,103,-10,2
O=c1[nH]cnc2c1c(-c1ccccc1)cn2-c1ccc(Br)cc1,-1,-1.1,-1,6,-1.3,4,102,-11,3
CC1CN(C(=O)COC(=O)c2cc(Cl)ccc2[N+](=O)[O-])CC(C)O1 (stereo unspecified),-7,-0.4,-2,23,1.5,9,103,-15,-5
Cc1ccccc1NC(=S)N(C)Cc1cccs1,-2,-2.4,6,-3,-1.8,15,102,-3,-1
COc1ccc2c(c1)OC1=C(C(=O)CCC1)C2C1=C(O)CCCC1=O (stereo unspecified),-16,-3.2,-1,4,-1.0,-2,104,-8,19
CC(C)(C)Cc1nnc(NC(=O)CN2C(=O)c3ccccc3C2=O)s1,-25,-4.6,7,-60,-8.1,-2,100,-12,0
CCc1nccn1CCC(=O)N1CCCC(Nc2ccc(F)cc2)C1 (stereo unspecified),6,-1.1,5,16,1.1,21,104,-5,3
CN(C(=O)Cc1c(C(=O)O)n(C)c2ccccc12)c1ccc(Cl)cc1,-26,-1.1,3,18,-0.5,-12,102,5,-5
Cc1cccc(-n2cccc2)c1C#N,-9,-0.1,-2,6,-0.4,15,99,-4,-4
CC(NS(=O)(=O)c1ccc2c(c1)C(=O)c1cc(S(=O)(=O)NC(C)C(=O)O)ccc1-2)C(=O)O (stereo unspecified),1,-1.6,5,18,18*,-7,104,-1,-2
CCCC(=O)Nc1ncnc2c1ncn2[C@@H]1O[C@@H]2COP(=O)(O)O[C@H]2[C@H]1OC(=O)CCC,-6,-2.4,5&-1,4,0.5,-9,94,-13,1
CCn1cnc2sc(C)c(C)c2c1=O,0,-2.3,.,0,0.7,12,104,-14,-2
COc1ccc(CCNC(=O)c2cc(-c3ccc(C)c(C)c3O)n[nH]2)cc1OC,-20,-2.6,7,0,-4.3,-10,105,-10,-14
COC(=O)c1ccccc1NC(=O)C1CC(c2ccc(F)cc2)=NO1 (stereo unspecified),-10,-0.2,3,8,-3.9,7,94,-12,4
COc1cc(OC)cc(C(=O)Nc2ccccc2S(=O)(=O)N2CCCC2OC(C)=O)c1 (stereo unspecified),-30,0.1,0,37,1.5,11,100,-5,-3
Cn1c(=O)c2c(nc(SCc3nc(N)nc(N4CCCCC4)n3)n2C)n(C)c1=O,5,-2.1,-4,14,-5.2,6,99,7,1
C=C(C)CSc1cc(C)c(C#N)c2nc3ccccc3n12,-9,2.3,-4,-42,17*,36,97,-15,24
CSc1ccc(S(=O)(=O)N(CC(=O)NCc2ccccn2)c2ccc(C)cc2)cc1,-38,-3.6,-2,-11,-4.2,-3,98,-6,-7
COc1ccccc1C(=O)Nc1ccccc1C(=O)N1CCCC1,-8,-1.3,0,-14,-2.2,2,102,1,-9
COCCn1nnnc1C(c1ccccn1)N1CCN(c2cc(Cl)ccc2C)CC1 (stereo unspecified),-25,-4.7,-15,-31,-2.0,-12,100,2,-1
CC(Oc1ccccc1)C(=O)N=C1SC2CS(=O)(=O)CC2N1c1cccc(F)c1 (stereo unspecified),-30,-1.1,1,23,-2.0,7,106,-11,1
COc1ccc(CC(=O)Nc2nnc(C(C)C)s2)cc1,-7,-0.4,4,33,-0.4,4,103,-6,2
COc1ccccc1S(=O)(=O)N1CCN(S(=O)(=O)c2ccccc2C#N)CC1,-11,-2.7,-1,24,-2.8,16,102,-5,6
COc1ccc([N+](=O)[O-])cc1NC(=O)CCNC(=O)Cn1ccc2ccccc2c1=O,0,-1.5,6,16,-0.2,-9,101,7,17
COc1ccc(C2=NN(CN3C(=O)C(=O)c4ccccc43)C(c3ccc(Br)cc3)C2)cc1 (stereo unspecified),-7,-2.9,1,11,-0.8,9,101,-6,1
Cc1ccc(S(=O)(=O)NC2(C(F)(F)F)C(=O)Nc3c2c(=O)n(C)c(=O)n3C)cc1 (stereo unspecified),4,1.4,4,-5,0.6,9,100,-10,9
CC1(CC(=O)N/N=C/c2ccc(-c3cccc(C(F)(F)F)c3)o2)OCCO1,-15,1.8,5,9,1.4,-6,94,-5,3
COc1ccc(/C=C(/NC(=O)c2ccccc2)C(=O)N2CCCCC2)cc1,-49,-2.0,8,6,-1.1,14,101,3,10
Cc1cc(=O)[nH]c(SCC(=O)N2C(C)CCCC2C)n1 (stereo unspecified),-6,-3.5,-1,32,-2.5,4,102,9,6
CCCC(C)NC(=O)CSc1nc2ccc(C)cc2[nH]1 (stereo unspecified),-13,-2.3,3,-10,-0.3,16,107,10,0
COc1cccc(-c2nc(C#N)c(N3CCN(C(=O)c4ccco4)CC3)o2)c1,-45,-1.4,1,41,-0.1,-2,102,3,3
COc1ccc(Cc2noc(COc3ccc(Cl)cc3)n2)cc1,-8,-1.9,-5,-4,-1.5,-7,.,-4,-5
CC1CCN(C(=O)C(NS(=O)(=O)c2cccc3nsnc23)C(C)C)CC1 (stereo unspecified),-18,-1.0,4,26,0.6,1,98,0,-3
COC(=O)c1cc(=O)n(Cc2ccco2)c(=Nc2ccc(F)cc2)s1,-5,-1.4,-1,12,-0.8,-4,111,5,-11
Cc1cc2ccccc2c(=O)n1CC(=O)NCc1ccco1,-2,-1.3,3,7,-1.6,-15,100,2,0
COc1ccccc1S(=O)(=O)Cc1ccc(C(=O)NC2CCCCC2)o1,-24,-0.6,2,11,-3.2,20,.,1,-4
CC1=C(C(=O)NCc2ccccc2)C(c2cccs2)NC(=S)N1 (stereo unspecified),-2,-1.6,0,46,-0.9,7,106,-3,-2
Cc1cc(=O)oc2cc(NS(=O)(=O)c3ccccc3)ccc12,-5,-0.7,-1,12,-1.4,45,92,-7,-1
CS(=O)(=O)N(CC(=O)N1CCCCCC1)c1cc(Cl)ccc1Cl,-17,-0.3,3,25,-0.5,4,99,4,1
COc1ccc(CCn2nc(C)c([N+](=O)[O-])c2C)cc1,-7,-2.1,7,-15,-0.5,-2,102,11,3

# Ordered by formula weight (largest number first): some entries from above.
SMILES,FID counter,IMP-1 inhibitor,IDE cell activ,PHOSPHO1 block,VIM-2 inhibitor,UBC9 SUMO inh,MEKK3 PB1 HTS,p-CIP stab down,NS3 helicase inh
COc1ccc(C2=NN(CN3C(=O)C(=O)c4ccccc43)C(c3ccc(Br)cc3)C2)cc1 (stereo unspecified),-7,-2.9,1,11,-0.8,9,101,-6,1
Cc1ccc(S(=O)(=O)NC2(C(F)(F)F)C(=O)Nc3c2c(=O)n(C)c(=O)n3C)cc1 (stereo unspecified),4,1.4,4,-5,0.6,9,100,-10,9
COc1ccc([N+](=O)[O-])cc1NC(=O)CCNC(=O)Cn1ccc2ccccc2c1=O,0,-1.5,6,16,-0.2,-9,101,7,17
CC1CCN(C(=O)C(NS(=O)(=O)c2cccc3nsnc23)C(C)C)CC1 (stereo unspecified),-18,-1.0,4,26,0.6,1,98,0,-3
CC1(CC(=O)N/N=C/c2ccc(-c3cccc(C(F)(F)F)c3)o2)OCCO1,-15,1.8,5,9,1.4,-6,94,-5,3
CS(=O)(=O)N(CC(=O)N1CCCCCC1)c1cc(Cl)ccc1Cl,-17,-0.3,3,25,-0.5,4,99,4,1
COc1cccc(-c2nc(C#N)c(N3CCN(C(=O)c4ccco4)CC3)o2)c1,-45,-1.4,1,41,-0.1,-2,102,3,3
COc1ccccc1S(=O)(=O)Cc1ccc(C(=O)NC2CCCCC2)o1,-24,-0.6,2,11,-3.2,20,.,1,-4
COc1ccc(/C=C(/NC(=O)c2ccccc2)C(=O)N2CCCCC2)cc1,-49,-2.0,8,6,-1.1,14,101,3,10
CC1=C(C(=O)NCc2ccccc2)C(c2cccs2)NC(=S)N1 (stereo unspecified),-2,-1.6,0,46,-0.9,7,106,-3,-2
Cc1cc(=O)oc2cc(NS(=O)(=O)c3ccccc3)ccc12,-5,-0.7,-1,12,-1.4,45,92,-7,-1
Cc1cc2ccccc2c(=O)n1CC(=O)NCc1ccco1,-2,-1.3,3,7,-1.6,-15,100,2,0
Cc1cc(=O)[nH]c(SCC(=O)N2C(C)CCCC2C)n1 (stereo unspecified),-6,-3.5,-1,32,-2.5,4,102,9,6
CCCC(C)NC(=O)CSc1nc2ccc(C)cc2[nH]1 (stereo unspecified),-13,-2.3,3,-10,-0.3,16,107,10,0

# The list continues:
SMILES,FID counter,IMP-1 inhibitor,IDE cell activ,PHOSPHO1 block,VIM-2 inhibitor,UBC9 SUMO inh,MEKK3 PB1 HTS,p-CIP stab down,NS3 helicase inh
Cc1ccsc1-c1n[nH]c(=S)n1C1CCCCC1,-12,-3.6,-22,0,31*,13,101,0,7
CC1(C)CC(=O)C(CC2C(=O)CC(C)(C)CC2=O)C(=O)C1,-2,-1.1,3,16,0.1,12,109,-2,7
CCCCOc1ccccc1Cn1c(=O)oc2ccc(C)cc21,-10,-9.4,2,7,0.0,8,89,-8,-8
Cc1ccc(C2CC(c3ccccc3)=NN2C(=S)Nc2ccccc2)o1 (stereo unspecified),-10,-4.9,-9,88*,-7.0,8,103,7,9
CN(C)c1cccc(C(=O)NCCCn2ccc3ccccc32)c1,-26,-1.6,1,35,-2.4,9,98,-2,-6
Cc1ccc2c(c1)N(C(=O)CCC(=O)NCCCN1CCOCC1)CC(C)O2 (stereo unspecified),0,-2.5,3,20,-0.1,-1,101,6,3
COC(=O)c1ccc(C23CC4(C2)[C@H](CN(Cc2ccc(C(F)(F)F)cc2)[C@@H]4c2ccccc2)C3c2ccc(C(F)(F)F)cc2)cc1 (stereo partly specified),.,.,.,26,.,-12,90,-20,.
CCOC(=O)c1cc(-c2ccccc2)nc2nc(N3CCCCC3)sc12,-4,-1.5,3,-18,-1.5,8,100,-3,0
CCOC(=O)N1CCC(NC(=O)c2cc(-c3ccc(F)cc3)[nH]c2C)CC1,-22,-1.4,-3,34,0.3,-14,.,-13,-13
CC(C)(C)c1ccc(C(=O)Nc2c3c(nn2C(C)(C)C)CS(=O)(=O)C3)cc1,-38,-1.5,7,-12,-0.8,8,100,-2,-2

# Bioassay records (PubChem BioAssay)
